# Source: PubChem BioAssay
# Ins promoter up: MIN6 insulin promoter up-regulation. z-score at 5 µM. MIN6 insulin promoter-GFP reporter, high-content imaging; stronger effect = higher value. hit rate 0.3% among 190,000;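 active = z-score above 3 at 5 µM with at least 500 cells counted in the well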
# Yfh1-depleted yeast: enhancers of respiration in Yfh1-depleted yeast, dose response, Friedreich's ataxia, plus single-dose screen (AID 1465); fold induction at 50 µM, or EC50 in µM where a hit was titrated; hit rate 0.074% among 220,000; S. cerevisiae Yfh1-off respiration, WST-1 reduction, 72 h; higher fold induction means a stronger effect;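 active = fold induction of absorbance versus untreated yeast above a set limit, then at least 30% activation at any dose in follow-up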;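 note: activators that raise dye reduction in frataxin-depleted yeast; strong numbers were not always called active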
# PMI inhibitors: MPI enzyme activity inhibition – biochemical, fluorescence intensity, coupled assay, primary screen (AID 1209). inhibition, % at 20 µM; hits with a dose series show IC50 in µM. purified PMI enzyme, coupled fluorescence intensity; higher % means a stronger effect. hit rate 0.42% among 190,000;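 note: plate controls were DMSO vehicle for no effect and wells lacking substrate for full effect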
# WT yeast gro inh: growth inhibition of WT yeast, mitochondrial fusion screen. mitochondrial fusion phenotypic screen, WT strain. inhibition, % at 10 µM. hit rate 2.1% among 190,000. AID 1362; in the data active = inhibition above about 58%; tested in S. cerevisiae
# human PMI inhibitors: MPI inhibition at elevated mannose 6-phosphate – biochemical, fluorescence intensity, high mannose 6-phosphate, primary screen (AID 1220). one-dose inhibition, % at 20 µM; IC50 in µM for titrated hits. hit rate 0.66% among 190,000. recombinant PMI enzyme, coupled fluorescence intensity; higher % means a stronger effect
# b-catenin transl: beta-catenin nuclear translocation modulation; HeLa beta-catenin nuclear translocation, immunofluorescence imaging; nuclear translocation activity, % at 5 µM; hit rate 0.3% among 190,000; AID 1665;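 active = nuclear translocation activity above 50% at 5 µM, with a well cell count of 50 or more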;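 note: per-cell ratio of nuclear to cytoplasmic median beta-catenin stain intensity; plate controls were DMSO negative control for no effect and GSK-3 inhibitor IX positive control for full effect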
#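 Test system: human HeLa cells, native beta-catenin. Compound dosing: 5 µM primary single dose, 0.1% DMSO, 0.02–20 µM confirmation series. Incubation: compound exposure 24 h at 37°C. Detection: beta-catenin immunostaining with DAPI counterstain, 20x imaging, 6 fields/well. Read-out basis: Nuclear/cytoplasmic beta-catenin signal ratio, % activation.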
# Autophagy mod: modulators of autophagy | MEF GFP-LC3 puncta imaging; test concentration mostly 10 µM | calls only at 10 µM (by protocol) | hit rate 0.98% among 190,000;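 active = percentage of spot-positive cells more than 3 SD above its plate mean, without a fluorescence outlier flag or 80% toxicity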;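 note: spot-positive cell cutoff set from DMSO-treated cells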
# MT stabilizer: stabilizes microtubules in HeLa cells; HeLa tubulin immunostaining HCS, 24 h; share of cells brighter than vehicle mean+2SD; % tubulin-high responders, % at 10 µM; hit rate 0.83% among 200,000; AID 2205;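 active = plate Z-score above 3 for both tubulin-high and condensed-nucleus cell shares, with cell loss under 80%, at 10 µM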;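 note: anti alpha tubulin signal scored within the nucleus-defined area of each cell; some results filed as inactive read as strong as hits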
# Dynein transport: dynein cargo transport inhibition; 3617.4 mouse cells, GR-EGFP nuclear translocation imaging; test concentration mostly 20 µM; stimulated with dexamethasone, 1 µM; stronger effect = lower value; z-score, hits read low; hit rate 0.47% among 220,000; AID 1381;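 active = plate z-score of nuclear minus cytoplasmic receptor signal below a set negative limit, without overly bright fluorescence or cell loss, cut at about -3.5 in these data, passing the limit was not always enough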;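 note: z-score of nuclear minus cytoplasmic ring GR-EGFP intensity difference per well; some compounds called inactive have numbers as strong as hits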
#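 Medium: Induction medium lacking tetracycline, stripped serum | Probe or stimulus: 1.0 µM final dexamethasone stimulus | Schedule: 48 h induction, then 1 h compound, then 30 min agonist, 37 °C | Signal: Automated 10x imaging of fixed Hoechst-stained cells | Evaluation: Per-cell GR-EGFP intensity, nucleus versus surrounding cytoplasmic ring, well-averaged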
# WT yeast gro inh mutant strain: second read-out of WT yeast gro inh, no call of its own (marks repeat the call); inhibition, %; mitochondrial fusion phenotypic screen, mutant strain inhibition
# Dynein transport cytoplasmic EGFP: second read-out of Dynein transport, no call of its own (marks repeat the call); z-score; measured here: cytoplasmic GR-EGFP intensity; stronger effect = higher value
# Dynein transport nuclear GR-EGFP: recorded beside Dynein transport, whose call it bears; z-score; measured here: nuclear GR-EGFP intensity;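 lower value marks the stronger effect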
# Dynein transport cell count: recorded beside Dynein transport, whose call it bears; z-score; measured here: cell count per field
# Ins promoter up cell count: further read-out of Ins promoter up, marked with its call; cell count; measured here: cytotoxicity, nuclei count;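 total cells summed across four imaged fields per well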
# b-catenin transl cell count 5 µM: recorded beside b-catenin transl, whose call it bears; cell count; measured here: cell count, cytotoxicity flag
# MT stabilizer Hoechst-high %: also measured in MT stabilizer; calls as there; % Hoechst-high responders; measured here: nuclear condensation Hoechst responders;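 share of cells brighter than vehicle mean plus two SD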
# MT stabilizer cytotoxicity %: second read-out of MT stabilizer, no call of its own (marks repeat the call); toxicity, %; measured here: cytotoxicity by cell density;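 0% = mean cell density of plate MIN control wells and 100% = no cells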
# Autophagy mod cell loss 18 h: also measured in Autophagy mod; calls as there; toxicity, %; measured here: cell loss, nuclei count;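 cell loss after 18 h compound exposure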
# * marks the source's active call; other numbers are inactive results; i = inactive; . = not tested or not shown. Cut-off read from the data, not from the text of the source, unless noted: active = inhibition above about 50%; inactive = the rest. Compounds were not picked by outcome; 5% or so of the library scored in one or more.
# Every second line gives: Ins promoter up	Ins promoter up cell count	Yfh1-depleted yeast	PMI inhibitors	WT yeast gro inh	WT yeast gro inh mutant strain	human PMI inhibitors	b-catenin transl	b-catenin transl cell count 5 µM	Autophagy mod	Autophagy mod cell loss 18 h	MT stabilizer	MT stabilizer Hoechst-high %	MT stabilizer cytotoxicity %	Dynein transport	Dynein transport cytoplasmic EGFP	Dynein transport nuclear GR-EGFP	Dynein transport cell count
> CSc1ccc(C2C(C#N)=C(N)N(c3ccccc3)C3=C2C(=O)CCC3)cc1 (stereo unspecified)
→ -0.27	1269	i	38%	15	13	30%	1.4	1116	i	28	3.0	1.8	4.1	1.1	-0.18	0.68	0.034
> O=[N+]([O-])c1cccc(-c2ccc(C(=S)N3CCN(c4ccccc4)CC3)o2)c1
→ -0.39	1148	i	.	.	.	.	0.9	1287	.	.	.	.	.	-0.19	-0.25	-0.16	0.18
> CC1CCC/C(=N\NC(=S)NCc2ccccc2)C1 (stereo unspecified)
→ .	.	i	-54%	15	20	-90%	-5.8	1231	i	-45	3.3	1.6	5.4	-0.41	0.03	-0.38	0.27
> COc1ccc(CCNC(=O)C2CCC(CNc3c(N4CCCC4)c(=O)c3=O)CC2)cc1OC (stereo unspecified)
→ 0.83	1296	i	14%	19	1	9%	5.8	1201	i	14	6.8	1.9	6.9	-0.11	-0.18	0.72	0.15
> CCCn1nnc(NC(=O)c2ccc(OC)cc2)n1
→ -0.06	999	i	-1%	-4	5	-3%	.	.	i	-6	0.8	1.2	5.9	-1	-0.01	-0.34	0.48
> COc1ccc(N(CC(=O)Nc2ccccc2F)S(=O)(=O)c2ccc(C)c([N+](=O)[O-])c2)cc1
→ 0.32	1364	i	-2%	22	19	1%	0.3	1538	i	11	4.8	1.3	6.2	1.1	-0.26	1	-0.93
> Cc1oc(=O)c(NC(=O)c2ccc(Cl)cc2)cc1C(=O)c1ccccc1
→ .	.	i	-21%	11	32	-64%	.	.	i	0	2.6	1.4	4.5	0.54	-0.22	-0.54	0.18
> COc1ccc(NC(=O)CCC(=O)c2cccs2)cc1S(=O)(=O)Nc1ccc(Cl)cc1
→ -0.32	1467	i	30%	-7	7	8%	20	807	i	6	17*	21*	54*	-0.47	-0.22	-0.27	-0.13
> CCOc1cc(/C=N/NC(=O)CSc2nncn2C)ccc1OCc1cccc(C)c1
→ 0.49	1546	i	3%	-11	-6	-4%	-0.1	1115	i	-4	4.2	3.7	0.2	0.29	0.88	0.61	-1.3
> N=c1n(CCN2CCCC2)c2ccccc2n1CC(O)c1ccco1 (stereo unspecified)
→ -0.57	1242	i	7%	40	25	-1%	-4.4	1270	i	-5	2.5	1.1	1.1	0.1	-0.21	0.039	-0.15
> COc1ccc(C(=O)CSc2nnc(-c3ccco3)n2C)cc1
→ 0.14	1251	i	5%	3	-6	-1%	-0.2	1183	i	-3	1.9	0.4	12	1.4	-0.24	1	-0.24
> S=C(NCCNCc1ccccc1)NC1CCCCC1
→ -0.29	1087	i	10%	62*	4.0*	5%	-0.1	1074	i	15	3.6	1.8	6.5	0.48	-0.3	0.65	0.39
> Nc1nccc(-c2ccc(-n3cnc4ccccc43)cc2)n1
→ -0.56	1179	i	-11%	-4	-10	-7%	-0.5	1054	i	4	2.8	2.2	7.5	0.82	-0.29	0.71	-0.22
> COC(=O)c1ccc(COc2ccc(/C=N/NC(=O)C(=O)Nc3ccc(OC)cc3)cc2OC)o1
→ -0.41	1077	i	.	.	.	.	-1.4	1356	.	.	.	.	.	-0.99	-0.2	0.26	-0.29
> O=C(CSc1nnc(-c2cccs2)n1-c1cccc(Cl)c1)c1cccc2c1OCCO2
→ 0.61	785	i	11%	19	21	10%	.	.	i	10	3.5	1.5	17	-0.53	0.029	-0.2	0.034
> COc1ccc(OCC(=O)Nc2cccc(NC(=O)c3ccco3)c2)cc1
→ 0.52	1431	i	-1%	16	-13	2%	0.1	1010	i	1	4.2	2.0	10	0.53	-0.13	0.84	-0.56
> CC(N)C12CC3CC(CC(O)(C3)C1)C2 (stereo unspecified)
→ .	.	i	-3%	-3	-17	-12%	.	.	i	-1	4.7	1.9	12	-1.2	2.1	-0.28	2.3
> CC(c1ccon1)N(C)C(=O)c1ccc(OC2CCN(C(=O)C3CC3)CC2)cc1 (stereo unspecified)
→ 0.16	1472	i	1%	-8	11	-2%	-1.4	1160	i	-5	2.7	2.0	5.5	-0.36	-0.27	-0.31	-0.098
> Clc1ccc(SCCn2cncn2)cc1
→ -0.39	1230	i	10%	-1	3	6%	-1.5	1060	i	-2	1.5	1.6	29	0.32	-0.23	0.49	-0.85
> O=C(CSC(=S)N1CCOCC1)Nc1ncc2c(n1)CCCC2=O
→ -0.02	1092	i	.	.	.	.	0.5	1284	.	.	.	.	.	-0.45	-0.27	-0.44	0.012
> Nn1c(Cc2ccccc2)nc2sc3c(c2c1=O)CCC3
→ -0.05	1343	i	.	.	.	.	-5.3	1258	.	.	.	.	.	0.066	0.59	0.079	-0.47
> Cc1sc2nc(CN3CCOCC3)nc(Oc3ccc(NC(=O)c4ccco4)cc3)c2c1C
→ .	.	i	-13%	21	24	-1%	-1.6	1181	i	3	4.5	3.1	6.9	-0.18	-0.17	0.013	-0.065
> COc1ccc(OC)c(C(=O)c2oc3ccccc3c2NC(C)=O)c1
→ -0.12	1372	i	0%	-8	-5	4%	-1.8	1160	i	14	17*	11*	37*	-0.18	-0.23	-0.18	0.43
> O=C(O)CCC(=O)NCCc1cccc(Cl)c1
→ 0.59	1409	i	-3%	-6	-19	-10%	0.1	1392	i	-18	1.7	2.3	6.2	-0.49	0.018	-0.24	-0.11
> CN1CCN(/N=C/c2ccc(-c3ccc([N+](=O)[O-])cc3Cl)o2)CC1
→ 2.6	1451	i	11%	32	28	10%	0.3	1509	i	20	2.5	1.0	4.5	-1.1	1.5	-0.029	0.085
> CC1=Nn2c(nnc2-c2ccc(F)cc2)SC1
→ 0.61	1746	i	7%	3	-4	8%	-1.7	1102	i	-4	2.6	3.3	15	0.64	0.21	1.2	0.2
> COc1cccc(/C=C/C(=O)OCC(=O)NCCC2=CCCCC2)c1
→ -0.08	1635	i	13%	30	16	14%	1.9	961	i	6	1.3	1.3	7.0	-0.22	-0.22	0.047	0.24
> COC(=O)c1c(Cl)c2n3ccccc3c(C)c(-c3ccccc3)c-2c1C(=O)OC
→ .	.	i	15%	29	18	41%	-0.4	910	i	9	2.4	2.0	1.3	0.14	-0.31	-0.23	0.023
> C#CCSc1nnc(-c2ccccc2)c(=O)[nH]1
→ 0.44	1233	i	7%	-21	6	3%	1.0	1173	i	3	2.4	1.7	5.9	0.79	-0.27	0.81	0.38
> CC(=O)N1CCC2(CC1)C(C#N)=C(N)Oc1n[nH]c(CSc3ccc(C)cc3)c12
→ -0.18	1297	i	4%	-10	-15	6%	-2.1	951	i	-16	2.8	1.5	2.5	-0.17	-0.067	0.39	0.076
> Cc1ccc2nc(NC(=O)COC(=O)c3ccncc3)sc2c1
→ -1	1320	i	-1%	-11	4	2%	0.4	1106	i	13	3.2	2.4	6.1	-1.3	-0.23	-0.57	0.85
> CCCNC(=O)NC(=O)CSc1nc2ccccc2n1CC(C)C
→ -0.54	1166	i	9%	11	-7	6%	-5.1	1092	i	-22	2.3	1.2	5.8	-0.62	-0.24	-0.16	1
> O=C(CSc1nc2c(sc3ccccc32)c(=O)n1CCO)NCC1CCCO1 (stereo unspecified)
→ 1	1298	i	54%*	11	23	15%	.	.	i	6	2.3	3.1	7.8	-0.53	-0.08	-0.025	2
> Cc1cccc(-n2ccnc2SCC(=O)Nc2nccs2)c1C
→ -0.05	1309	i	-1%	-3	-3	7%	-1.1	893	i	11	4.1	2.4	11	0.99	0.11	0.7	-0.83
> C=CCSc1nc2c(c(C3CC=CCC3)c1C#N)CCC2 (stereo unspecified)
→ .	.	i	2%	61*	-8.5*	5%	-0.4	481	i	0	2.4	0.6	21	-0.13	-0.12	0.2	0.22
> COC(=O)c1ccc(-n2cc(-c3ccc(OC)cc3)[nH]c2=S)cc1
→ 0.14	1166	i	5%	20	-7	-3%	.	.	i	1	3.8	2.3	1.9	0.19	-0.29	-0.19	0.1

# In the list so far, these have a cyano group:
# Every second line gives: Ins promoter up	Ins promoter up cell count	Yfh1-depleted yeast	PMI inhibitors	WT yeast gro inh	WT yeast gro inh mutant strain	human PMI inhibitors	b-catenin transl	b-catenin transl cell count 5 µM	Autophagy mod	Autophagy mod cell loss 18 h	MT stabilizer	MT stabilizer Hoechst-high %	MT stabilizer cytotoxicity %	Dynein transport	Dynein transport cytoplasmic EGFP	Dynein transport nuclear GR-EGFP	Dynein transport cell count
> CSc1ccc(C2C(C#N)=C(N)N(c3ccccc3)C3=C2C(=O)CCC3)cc1 (stereo unspecified)
→ -0.27	1269	i	38%	15	13	30%	1.4	1116	i	28	3.0	1.8	4.1	1.1	-0.18	0.68	0.034
> CC(=O)N1CCC2(CC1)C(C#N)=C(N)Oc1n[nH]c(CSc3ccc(C)cc3)c12
→ -0.18	1297	i	4%	-10	-15	6%	-2.1	951	i	-16	2.8	1.5	2.5	-0.17	-0.067	0.39	0.076
> C=CCSc1nc2c(c(C3CC=CCC3)c1C#N)CCC2 (stereo unspecified)
→ .	.	i	2%	61*	-8.5*	5%	-0.4	481	i	0	2.4	0.6	21	-0.13	-0.12	0.2	0.22
